# NCI-60 one-dose screen, 48 h, at 10 µM unless noted. Numbers give growth in % (100 = growth as untreated, 0 = no growth, -100 = all killed).
# MDA-MB-231: MDA-MB-231 breast cancer; 5% of 81,000 active
# HS 578T: HS 578T breast cancer | 4.1% of 78,000 active | AID 1794788
# MALME-3M: MALME-3M melanoma; 5.8% of 78,000 active; AID 1794766
# BT-549: BT-549 breast cancer | 4.4% of 78,000 active
# LOX IMVI: LOX IMVI melanoma. 7.4% of 79,000 active. AID 1794757
# MCF7: MCF7 breast cancer; 6.3% of 82,000 active; AID 1794796
# T-47D: T-47D breast cancer; 5% of 79,000 active; AID 1794792
# SK-MEL-2: SK-MEL-2 melanoma | 4.7% of 77,000 active
# The depositor's hits bear a star; . = not tested or not shown; & = joins results of further samples; ! = repeats disagree. The calls were made as follows: active = growth percent below 10; inactive = the rest. Compounds as they come (roughly 11% active in at least one column).
Structure	MALME-3M	HS 578T	BT-549	MCF7	LOX IMVI	SK-MEL-2	T-47D	MDA-MB-231
CCOc1ccc(NC2=C(Cl)C(=O)c3ccccc3C2=O)cc1	107.5	95.4	77.6	46.1	-89.7*	88.2	66.7	80.2
N#Cc1c(-c2ccc(Cl)cc2)nc(SC(=O)c2ccccc2)[nH]c1=O	113.4	106.4	108.1	94.7	98.6	117.3	100.9	106.7
COc1ccc(-c2cc(-c3nnc(SCC(=O)Nc4ccc(/C(C)=N\O)cc4)n3-c3ccccc3)c3ccccc3n2)cc1	103.6	72.8	94.8	.	67.3	79.9	58.2	54.4
O=C(NNC(=S)Nc1ccccc1)c1cc(-c2ccncc2)n(-c2ccccc2)n1	101.6	111.9	107.2	98.5	106.7	106.1	99.5	108.5
NS(=O)(=O)c1ccc(N=Nc2c(O)n(Cc3ccccc3)c3ccc(Br)cc23)cc1	108.2	72.9	97.0	76.9	98.8	98.6	81.5	77.6
CCOC(=O)c1c(NC(=O)c2cccc(C(F)(F)F)c2F)sc2c1CCC(=O)C2	80.7	97.9	86.7	89.4	57.4	103.6	98.1	95.7
COc1cc(/C=C/C(=O)C(C)(C)C)cc(OC)c1OC	109.1	107.4	107.5	90.1	78.5	106.9	92.9	102.6
CC(C)CC(C)NCCO (stereo unspecified)	128.0	115.2	112.8	111.8	99.5	118.2	104.6	126.4
O=C(O)/C=C/C(=O)NCc1ccco1	93.5	103.4	92.0	96.3	97.9	109.0	97.4	106.4
COc1c(N2CC3CCCN(C(C)=O)C3C2)c(F)cc2c(=O)c(C(=O)N[C@H]3C(OC(C)=O)[C@@H](OC(C)=O)C(COC(C)=O)O[C@H]3OC(C)=O)cn(C3CC3)c12 (stereo partly specified)	121.6	100.3	101.5	99.1	74.2	110.1	98.0	93.2

# (next part)
Structure	MALME-3M	HS 578T	BT-549	MCF7	LOX IMVI	SK-MEL-2	T-47D	MDA-MB-231
CC(C)(C)C(CCc1ccc(Cl)cc1)N1CCN(C2CCCCC2)CC1 (stereo unspecified)	83.4	68.9	50.0	31.6	-20.3*	72.9	23.2	12.3
O=C(NN1C(=O)c2cc(C(=O)O)c(C(=O)O)cc2C1=O)c1ccncc1	76.8	103.7	103.4	98.3	109.1	103.6	101.7	80.6
CCNCCOc1ccc(/C(=C(/CC)c2ccc(Cl)cc2)c2ccc(OCCCN(C)C)cc2)cc1	-85.1*	-51.1*	-91.7*	-82.5*	-89.2*	-84.0*	-60.2*	-87.2*
COc1ccc(C2CC(c3cccs3)=NN2c2ccc(S(N)(=O)=O)cc2)cc1 (stereo unspecified)	.	97.4	99.7	75.0	101.8	.	85.1	91.9
COc1ccc(Nc2ncccc2NC(=O)c2cn(Cc3cccc(Oc4ccccc4)c3)nn2)cc1	85.8	95.7	93.6	89.9	86.6	.	79.1	87.1
CCNCCCn1c2c(c3ccc(F)cc3c1=O)C(=O)c1cc(OC)cnc1-2	-68.7*	14.9	-22.7*	-4.7*	-64.9*	-3.1*	-10.8*	3.9*
CC(=S)N=Cc1c(O)cc(C)oc1=O	112.0	111.3	108.9	101.7	95.0	114.9	105.1	111.5
CCOc1ccc(OCc2ccc(C(=O)NCC3CCCO3)o2)cc1 (stereo unspecified)	104.4	102.1	103.3	92.7	97.0	103.3	96.4	106.6
Brc1cc2c(cc1Br)OCO2	108.9	102.1	109.2	95.0	100.0	112.3	93.7	95.1
COc1cc(C2CC(=O)NC3=NC(=O)N(c4ccccc4)C32)cc(OC)c1OC (stereo unspecified)	105.8	103.4	108.0	99.7	99.1	100.0	93.4	101.7

# The list continues:
Structure	MALME-3M	HS 578T	BT-549	MCF7	LOX IMVI	SK-MEL-2	T-47D	MDA-MB-231
CC(C)/C=C/CC[C@](C)(O)[C@H]1CC[C@]2(C)[C@@H]1CC[C@@H]1[C@@]3(C)C/C(=C/c4cccnc4)C(=O)C(C)(C)[C@@H]3CC[C@]12C	88.8	93.0	84.7	77.5	.	103.0	63.5	92.6
C=C(C)[C@@H]1CC[C@]2(C(=O)OC)CC[C@]3(C)[C@H](CC[C@@H]4[C@@]5(C)C/C(=C/c6cccc(I)c6)C(=O)C(C)(C)[C@@H]5CC[C@]43C)[C@@H]12	91.6	88.0	101.2	89.2	91.9	103.5	93.6	98.4
S=P(Oc1cc(Cl)c(Cl)cc1Cl)(N1CCN(c2cccc(Cl)c2)CC1)N1CCN(c2cccc(Cl)c2)CC1	94.2	101.9	85.8	94.4	98.4	108.3	97.1	98.9
C=C1CC[C@@H](C(=O)OC)Cc2nc(C)ccc21	104.6	107.0	121.8	98.0	.	103.4	99.0	108.5
Cc1cccc2c1nc(N)c1c3ccccc3cn21	102.0	.	88.3	43.5	87.4	94.1	77.8	83.8
COc1ccc2c(c1)c(-c1nonc1-c1c[nH]c3ccc(Br)cc13)cn2C	46.3	59.1	63.6	24.9	22.4	46.9	25.7	43.4
O=C(N/C(=C/c1cn(-c2ccccc2)nc1-c1ccccc1)c1nc2ccccc2[nH]1)c1ccccc1	98.4	118.6	95.0	94.8	98.5	87.1	73.4	89.0
Cc1ccc(S(=O)(=O)OC2CCCCC2)cc1	94.1	.	96.6	95.3	95.2	97.3	102.6	114.3
CC1(C)CC[C@]2(C(=O)O)CC[C@]3(C)[C@H](CC[C@@H]4[C@@]5(C)CCC(=O)NC(C)(C)[C@@H]5CC[C@]43C)[C@H]2[C@H]1OC(=O)C(F)(F)F	93.2	88.2	86.6	88.9	98.3	97.2	81.1	93.6
S=c1[nH]c2cccnc2[nH]1	92.4	97.7	106.1	99.8	102.4	84.6	96.2	98.6

# In the list so far, these have a Cl atom:
Structure	MALME-3M	HS 578T	BT-549	MCF7	LOX IMVI	SK-MEL-2	T-47D	MDA-MB-231
CCOc1ccc(NC2=C(Cl)C(=O)c3ccccc3C2=O)cc1	107.5	95.4	77.6	46.1	-89.7*	88.2	66.7	80.2
N#Cc1c(-c2ccc(Cl)cc2)nc(SC(=O)c2ccccc2)[nH]c1=O	113.4	106.4	108.1	94.7	98.6	117.3	100.9	106.7
CC(C)(C)C(CCc1ccc(Cl)cc1)N1CCN(C2CCCCC2)CC1 (stereo unspecified)	83.4	68.9	50.0	31.6	-20.3*	72.9	23.2	12.3
CCNCCOc1ccc(/C(=C(/CC)c2ccc(Cl)cc2)c2ccc(OCCCN(C)C)cc2)cc1	-85.1*	-51.1*	-91.7*	-82.5*	-89.2*	-84.0*	-60.2*	-87.2*
S=P(Oc1cc(Cl)c(Cl)cc1Cl)(N1CCN(c2cccc(Cl)c2)CC1)N1CCN(c2cccc(Cl)c2)CC1	94.2	101.9	85.8	94.4	98.4	108.3	97.1	98.9

# More structures follow.
Structure	MALME-3M	HS 578T	BT-549	MCF7	LOX IMVI	SK-MEL-2	T-47D	MDA-MB-231
COc1cnc2c(c1)C(=O)c1c-2n(CCCNC(C)C)c(=O)c2cc([N+](=O)[O-])ccc12	-58.2*	-31.0*	-63.1*	-47.4*	-86.9*	-58.6*	-24.9*	-60.5*
COc1ccc(-c2c(-c3ccc4c(c3)OCO4)[nH]c3[nH]c(=O)[nH]c(=O)c23)cc1	112.8	93.9	115.7	97.8	105.9	119.5	95.4	104.0
O=C1c2ccccc2C(=O)c2cc3c(cc21)CCCC3	113.0	101.8	85.7	75.8	95.8	113.1	78.9	78.1
CCOC(=O)c1cnc2ccc(OC)cc2c1Nc1ccc(N2CCN(C)CC2)cc1	.	114.6	110.8	90.4	98.7	110.6	102.2	101.1
CC1(C)C2CC=C(CCO)C1C2 (stereo unspecified)	105.5	111.0	140.3	95.6	103.0	97.4	.	.
COc1ccc(CNC2CCN(c3ccc(NC(=O)c4cccc(Cl)c4)cc3)CC2)cc1OC	92.5	80.9	87.1	67.0	81.9	85.8	63.4	83.5
CCOC(=O)/C(C#N)=C\N(C)C	102.5	121.4	93.2	103.2	100.5	88.7	111.0	121.7
COc1cc(-c2csc(NC(=O)c3ccccc3CN3C(=O)c4ccccc4C3=O)n2)cc(OC)c1OC	91.9	89.4	98.1	88.3	95.9	104.6	104.7	99.1
O=C1/C(=C/c2ccc(Cl)cc2)COc2ccc(O)cc21	94.9	83.1	80.5	5.5*	-42.6*	100.9	83.5	86.0
Cc1cc(O)c(C(C)C)cc1O	132.1	100.9	120.3	109.9	108.7	111.5	103.9	100.4

# Additional structures:
Structure	MALME-3M	HS 578T	BT-549	MCF7	LOX IMVI	SK-MEL-2	T-47D	MDA-MB-231
O=S(=O)(NCCNc1cc(-c2c(-c3cccc(O)c3)nc3sccn23)ccn1)c1ccc(Cl)cc1	94.0	63.9	50.2	47.8	63.2	79.0	26.0	80.6
Cc1ccc(C2(SCC(N)C(=O)O)c3ccccc3-c3ccccc32)cc1 (stereo unspecified)	127.8	97.7	106.9	95.1	99.1	91.8	103.7	80.2
COc1ccc(/C=C/c2nc(Nc3ccc(C(=O)/C=C/N(C)C)cc3)c3ccccc3n2)cc1	90.0	86.1	90.3	70.9	60.1	98.5	69.9	68.0
CCCCCN(CCCCC)C(C)C(=O)c1cc(C)c2ccc3cc(C(C)C)ccc3c2c1 (stereo unspecified)	76.8	102.3	105.1	94.7	92.3	110.4	95.9	92.6
CCOC(=O)c1cc2c(n1Cc1cc(OC)cc(OC)c1Br)-c1nc(NC(C)=O)sc1CCC2	122.0	64.6	92.9	57.6	80.3	82.6	38.5	74.7
CCOC(C)CCCS(=O)(=O)O (stereo unspecified)	.	111.9	104.3	95.8	99.6	128.3	105.6	115.3
CC1=CC(c2ccc(Cl)cc2)N2C=C(C)SC2=N1 (stereo unspecified)	103.7	103.4	96.4	101.1	98.6	110.1	108.4	110.8
CC(=O)Nc1ccc2c(c1)-c1ccc(F)cc1C2=O	115.2	71.4	115.8	94.3	92.9	112.5	105.3	100.0
Cc1ccc(C)c2c1SC1=NNC(C(C#N)C#N)=C(C#N)C(=N)N12	132.4	114.2	113.8	95.7	96.3	113.6	92.9	101.7
O=S(=O)(Nc1ccccn1)c1ccc(Nc2nc(N3CCOCC3)c3ccccc3n2)cc1	102.6	102.9	87.0	91.4	97.7	105.6	57.6	107.5

# Other compounds follow:
Structure	MALME-3M	HS 578T	BT-549	MCF7	LOX IMVI	SK-MEL-2	T-47D	MDA-MB-231
Cn1c(=O)[nH]c2nc(SCC(=O)c3ccc(Cl)cc3)[nH]c2c1=O	96.5	94.8	103.3	93.4	98.1	103.6	101.7	97.8
CCN1CCN(Cc2ccc(NC(=O)Nc3cccc(-n4ccc5c(NC(=O)c6ccccc6)nccc54)c3)cc2C(F)(F)F)CC1	64.0	.	89.5	31.4	85.0	90.6	74.7	82.0
Cc1ccc(NC(=O)/C=C/C(=O)O)c(NC(=O)/C=C/C(=O)O)c1	89.2	105.4	99.6	97.1	101.9	101.4	95.6	112.2
O=C(c1ccccc1)C(C(c1ccccc1)N1CCOCC1)N1CCCCC1 (stereo unspecified)	116.4	110.0	113.8	104.8	109.3	109.9	106.4	98.2
CCSc1nc(Cl)cc(Cl)n1	107.4	122.7	102.6	85.7	88.7	94.4	91.8	103.0
CCCCCCCCCCC(C(O)c1ccccc1)N1CCCCC1 (stereo unspecified)	.	18.3	79.7	-65.4*	-30.5*	53.8	-33.7*	9.7*
CC1CCCCC1(O)C[N+](=O)[O-] (stereo unspecified)	108.2	98.7	108.2	106.4	87.8	112.2	108.5	106.5
COc1ccc(OC)c(C2C(C#N)=C(N)Oc3c2c(N)nn3-c2ccccc2)c1 (stereo unspecified)	102.6	99.8	96.3	95.7	.	113.9	96.4	96.7
CCCCCCCCCCCCNC(=O)N[C@H](C(=O)N[C@H]1/C=C/OCCNC(=O)/C=C/[C@H](C(C)C)NC1=O)C(C)C	71.0	74.2	-7.1*	32.4	55.7	66.8	47.6	81.2
O=C1N/C(=N\c2nnc(-c3ccc(O)cc3)s2)S/C1=C\c1ccccc1O	82.8	90.3	97.0	88.4	93.0	103.2	97.9	99.4

# Later entries.
Structure	MALME-3M	HS 578T	BT-549	MCF7	LOX IMVI	SK-MEL-2	T-47D	MDA-MB-231
C/C(=N/NC(=S)NC1CCCCC1)c1sc(Nc2ccc(Cl)cc2)nc1C	104.2	85.5	102.4	65.1	102.1	102.5	89.4	102.5
c1ccc(-c2ccc(-c3nc4ccccn4c3NCCN3CCOCC3)cc2)cc1	89.7	86.3	81.8	78.7	96.3	90.7	.	78.8
COc1ccc(N2[C@@H](CC3=CCCC3)[C@@]3(O)CC[C@@H](O)[C@@H](OC)[C@@H]3[C@@]2(C)[C@H](O)CC=C(C)C)cc1	84.8	90.2	90.5	69.8	93.3	.	56.2	77.1
CN(C(=O)c1cc2ccccc2[nH]1)c1ccccc1C(=O)O	90.7	100.9	114.0	95.7	.	105.2	95.5	98.2
CCCCCCCCCCCCCCCc1cc(O)ccc1N	78.2&105.8	95.2&106.6	-36.3*!	35.3&72.2	-35.1*!	106.1&105.3	-86.4*	71.5&59.4
COc1cc(/C=C2/C(=O)N=C(NC(C)=O)N2C)ccc1OC(C)=O	88.0	112.7	103.0	92.9	95.9	113.8	99.5	108.0
CC1=NN(CC(=O)N/N=C/c2ccc(Cl)cc2)C(=O)CC1	87.9	108.1	101.5	90.7	107.2	106.1	100.0	103.4
O=c1[nH]c2ccccc2nc1/C=C/NC(=S)NCc1ccccc1	.	102.1	100.8	97.9	94.7	107.3	95.5	101.5
O=C(NC1CCCCC1)c1ccc2ccccc2c1O	71.8	89.6	103.4	63.7	49.2	99.1	98.5	59.7
COc1ccc(-c2n/c(=C\c3c(O)[nH]c4cc(Cl)ccc34)cc3c2=Nc2ccccc2-3)cc1	.	96.7	93.9	79.4	97.1	95.3	76.3	82.5
CCNC(=O)C1COc2ccccc2O1 (stereo unspecified)	105.7	103.1	.	91.8	96.1	93.4	103.0	103.6
